Screening data from PubChem.
Growth percent in the NCI-60 one-dose screen (48 h, 10 µM unless noted): 100 = growth as untreated, 0 = no growth, -100 = all killed.
NCI-H522 = NCI-H522 lung cancer. 78,000 tested, 8% active. AID 1794739
OVCAR-4 = OVCAR-4 ovarian cancer cells; 80,000 tested, 3.7% active; AID 1794784
NCI/ADR-RES = NCI/ADR-RES ovarian cells; 81,000 tested, 4.4% active
OVCAR-5 = OVCAR-5 ovarian cancer. 82,000 tested, 2.9% active
OVCAR-8 = OVCAR-8 ovarian cancer; 81,000 tested, 4.4% active; AID 1794782
SK-OV-3 = SK-OV-3 ovarian cancer cells; 80,000 tested, 3.2% active; AID 1794785
OVCAR-3 = OVCAR-3 ovarian cancer; 79,000 tested, 7% active
NCI-H23 = NCI-H23 lung cancer; 80,000 tested, 4% active
IGROV1 = IGROV1 ovarian cancer; 79,000 tested, 4.7% active
The depositor's hits bear a star; . = no result given; & = joins results of further samples. The calls were made as follows: active = growth percent below 10; inactive = the rest. Compounds were not picked by outcome, and some 11% of all compounds hit somewhere here.

SMILES	NCI-H522	OVCAR-4	NCI/ADR-RES	OVCAR-5	OVCAR-8	SK-OV-3	OVCAR-3	NCI-H23	IGROV1
N#CC1=C(/N=C(\N)NNc2ccccc2)Oc2c(ccc3ccccc23)C1c1ccccc1 (centres undefined)	77.2	90.4	90.7	103.6	91.0	85.0	94.2	72.1	79.2
CCN(CC)c1ccn(CC(=O)N[C@@H](CC(C)C)B(O)O)c(=O)c1	90.2	107.7	102.2	109.2	101.7	92.1	116.2	93.1	97.2
Cc1ccc(S(=O)(=O)Oc2ccc3c4c(c(=O)oc3c2)CCCCCC4)cc1	62.3	53.8	55.7	110.1	71.4	78.0	62.9	63.6	104.3
Nc1cc(Br)c(O)c(Br)c1	97.7	99.8	134.1	118.6	97.6	97.7	111.1	111.9	104.0
Cc1cc(C)n(Cc2ccccc2)c(=O)c1C#N	96.6	105.1	102.3	99.6	100.7	107.0	114.4	103.1	104.7
COc1cc(OC)c(/C=C/c2c3ccccc3cc[n+]2C)c(OC)c1	-19.3*	24.9	96.6	56.5	5.2*	35.0	5.9*	17.3	13.2
NS(=O)(=O)Oc1ccc(NC(=O)C23CC4CC(CC(C4)C2)C3)cc1Cl	75.8	83.9	93.6	101.1	98.4	.	102.7	101.1	95.9
O=C(NC1CCCCC1)C1=NCCCCN1	93.0	104.4	105.1	101.6	100.1	105.0	108.1	101.9	108.7
OCCN/N=C/c1ccncc1	109.5	116.4	103.9	97.1	104.8	106.9	112.8	104.6	111.0
CC1Cc2ccccc2N1 (centres undefined)	83.4	.	103.1	97.8	99.7	106.4	108.3	98.6	106.2
CC(C)(C)CC(C)(C)Nc1c(-c2cccnc2)nc2cnccn12	86.2	96.1	90.6	93.6	100.4	104.6	105.8	96.1	99.9
CCOC(=O)c1c(O)cc(-c2ccc(Cl)cc2)cc1-c1sc(N(C)Cc2ccccc2)nc1Cl	89.2	114.5	99.8	97.5	97.1	119.5	100.5	87.9	93.7
COc1cc(C)ccc1Cl	82.8	106.0	102.7	107.2	100.4	100.7	106.7	105.3	107.8
O=C1OCC/C1=C\NCCCN/C=C1\CCOC1=O	96.0	.	96.9	113.3	93.6	103.3	107.1	92.0	104.8
CC1(C)CC[C@]2(C(=O)N3CCNCC3)CC[C@]3(C)C(=CC[C@@H]4[C@@]5(C)CC[C@H](OC(=O)c6cccnc6)C(C)(C)[C@@H]5CC[C@]43C)[C@@H]2C1	92.9	98.4	109.4	98.5	101.7	101.3	100.9	97.1	98.6
NS(=O)(=O)c1ccc(CCn2c(SCC(=O)c3ccc(Br)cc3)nc3ccccc3c2=O)cc1	81.6	109.5	100.2	102.5	.	102.1	112.1	93.7	109.9
CN1CCc2c(sc3ncnc(N/N=C/c4ccc5ccccc5c4)c23)C1	83.9	73.9	76.7	88.6	78.6	96.1	75.0	66.1	87.9
N=C(N)S(=O)O	79.3	109.4	103.9	105.7	.	98.4	104.2	105.6	102.9
CC1=C(c2cc(-c3ccc(N(C)C)cc3)c(C#N)c(N)n2)C(c2ccccc2)NC(=S)N1 (centres undefined)	96.0	101.3	101.6	109.6	95.8	95.7	106.0	103.7	102.0
Cc1nn2c(-c3nc4cc(Cl)c(Cl)cc4[nH]3)c(-c3ccccc3)nc2s1	79.0	58.1	84.3	.	70.0	76.2	91.8	81.1	67.3

Whole records as entered above. Order of values: NCI-H522 | OVCAR-4 | NCI/ADR-RES | OVCAR-5 | OVCAR-8 | SK-OV-3 | OVCAR-3 | NCI-H23 | IGROV1
Cc1nn2c(-c3nc4cc(Cl)c(Cl)cc4[nH]3)c(-c3ccccc3)nc2s1 reads 79.0 | 58.1 | 84.3 | . | 70.0 | 76.2 | 91.8 | 81.1 | 67.3
CC(C)(C)CC(C)(C)Nc1c(-c2cccnc2)nc2cnccn12 reads 86.2 | 96.1 | 90.6 | 93.6 | 100.4 | 104.6 | 105.8 | 96.1 | 99.9

Next entries:
SMILES	NCI-H522	OVCAR-4	NCI/ADR-RES	OVCAR-5	OVCAR-8	SK-OV-3	OVCAR-3	NCI-H23	IGROV1
COc1ccc(-n2ncc3c2CCc2cc(S(=O)(=O)c4ccccc4)c(OC)nc2-3)cc1	40.5	48.5	64.2	88.9	82.6	88.1	86.4	58.5	76.1
NCCNc1nc2ccc(F)cc2c2c(=O)c3cc(F)ccc3sc12	30.9	37.2	61.7	81.2	29.9	77.6	38.1	70.9	22.9
N#Cc1c(-c2ccc(F)cc2)nc(SCc2nc3ccccc3[nH]2)nc1N1CCOCC1	55.2	88.2	84.2	95.3	87.4	85.2	89.6	95.3	62.8
Cc1ccc(C2(SCC(N)C(=O)O)c3ccccc3-c3ccccc32)cc1 (centres undefined)	95.1	97.7	100.0	99.6	102.0	109.5	117.0	106.9	110.1
CNC(=O)c1ccccc1Nc1nc(Nc2cc(OC)c(OC)c(OC)c2)ncc1Br	-49.8*	-34.5*	-10.7*	13.3	-20.3*	-77.2*	-6.5*	-45.2*	4.3*
CCOC(=O)CSc1nc(-c2cc(OC)ccc2OC)cc(-c2ccc(OC)cc2)c1C#N	55.8	101.4	81.6	97.3	82.4	85.0	95.4	87.0	55.4
COC(=O)CSc1ccc(Cl)cc1	92.2	.	115.1	106.5	106.4	101.7	122.2	102.1	93.9
COc1ccc2c(c1)C(Sc1ccc(Br)cc1)c1c(nc(N)c(C#N)c1N)O2 (centres undefined)	77.1	92.4	86.5	113.1	87.0	98.1	113.9	79.1	59.1
COc1ccc([C@H]2[C@H](C(=O)Nc3ccccn3)c3ccccc3C(=O)N2c2ccc(OC)cc2)cc1	64.9	71.8	83.0	90.4	104.0	96.1	89.7	82.8	65.9
COc1cc(OC)c(S(=O)(=O)NNC(=O)c2ccncc2)cc1C(=O)/C=C/c1ccc2c(c1)OCO2	93.9	110.7	99.7	118.5	93.3	114.5	103.2	.	104.4
NC(=O)c1ccc[n+](Cc2c[nH]c(=O)[nH]c2=O)c1	97.9	123.6	101.1	89.1	107.2	109.1	112.9	97.0	93.3
O=Cc1ccccc1OCC(=O)O	83.3	87.6	99.9	95.8	108.6	110.0	155.9	89.5	86.4
Oc1ccccc1-c1nc(-c2cccs2)no1	96.8	.	106.1	.	102.4	99.9	108.3	94.8	86.9
CC(C)c1ccc(/C=C/C=O)cc1	71.7	96.4	103.3	99.0	108.4	85.8	107.3	95.2	96.9
CCOC(=O)CC1CSC(N/N=C/c2ccccc2)=N1 (centres undefined)	90.0	101.8	103.0	105.8	105.8	104.8	101.9	98.5	105.6
Cc1cc(N2CCN(CC(=O)Nc3ccc4c(ccn4C)c3)CC2)nc(N2CCOCC2)n1	82.8	104.0	101.4	100.1	96.4	95.1	117.1	100.3	100.7
NC(=O)c1ccc(OCc2ccccc2)nc1	119.3	.	109.4	96.7	89.7	119.4	121.3	103.7	108.1
CCc1cccc(C)c1NC(=O)CCc1nc(=S)[nH][nH]1	97.8	103.8	102.2	120.1	85.5	103.2	101.4	103.3	106.1
ClCCOCCOc1ccccc1	91.6	109.7	104.1	92.4	99.2	96.1	106.0	108.8	106.2
CC(C)=CCCC(C)CC1OCCC(C)O1 (centres undefined)	80.1	97.8	63.2	106.9	99.7	81.8	112.1	117.6	105.4
O=S(=O)(Nc1ccc(Cl)nn1)c1ccc(NC(=S)Nc2ccccc2O)cc1	89.4	105.7	104.0	103.1	98.2	.	106.5	90.0	93.5
C/C(Cl)=C/CN(C/C=C(/C)Cl)CCO	93.5	92.2	110.7	96.0	105.9	94.0	102.6	99.5	111.1
CCC(Cc1ccccc1)OC(=O)c1cc(-c2ccc(OC)cc2)nc2ccccc12 (centres undefined)	89.7	99.1	98.7	96.8	100.9	88.2	99.4	89.7	91.1
OC(CBr)C(O)CBr (centres undefined)	83.7	106.3	95.8	94.5	93.5	92.4	104.1	97.7	90.9
C=C(C)[C@@H]1CC[C@]2(C)[C@H](CC=C3[C@@H]4[C@@H](C)[C@H](C)CC[C@]4(C(=O)OC)CC[C@]32C)[C@@]1(C)CC/C(N)=N/O	65.5	49.8	86.9	76.8	81.2	86.9	59.2	84.1	74.7
CC(C)CCCN(CCCC(C)C)CC(O)c1cc2c(c3ccccc13)CCCC2 (centres undefined)	69.4	77.2	92.1	85.3	90.4	83.3	99.4	65.3	78.6
NC(=O)C1=C(N=C2CCCCC2)CCCC1	97.5	103.8	124.6	113.2	105.6	97.3	121.6	109.9	110.6
O=C(NCCNc1nccc(-n2ccc3cccnc32)n1)C1CCCCC1	97.6	101.4	103.3	97.7	105.1	112.8	109.1	101.8	105.3
Nc1c(C(=O)c2ccc(F)cc2)sc2nc(-c3cnccn3)cc(-c3cccs3)c12	101.2	105.4	112.9	107.9	108.8	109.6	111.7	.	93.3
COc1ccc(N2CCN(C(CNC(=O)C3CCCCC3)c3ccc4c(c3)OCO4)CC2)cc1 (centres undefined)	79.9	84.2	81.0	99.3	79.8	113.1	83.1	92.9	104.8
CC(=O)O[C@]1(C(C)=O)CC[C@H]2[C@@H]3CC(=C(Br)Br)C4=CC(=O)CC[C@]4(C)[C@H]3CC[C@@]21C	34.6	78.7	85.7	117.8	76.3	52.1	74.1	74.7	69.9
Nc1nc(=O)[nH]c2ccc(Sc3ccc(F)cc3)cc12	73.8	85.7	104.1	98.0	97.3	91.2	101.7	98.0	111.2
O=C(/C=C/c1ccccc1)c1cccc2ccccc12	17.2	41.3	24.9	102.9	19.9	62.2	22.4	26.2	47.3
CC1Cc2c(ncn3c(-c4ccc(F)cc4)nnc23)N(C)c2ccccc21 (centres undefined)	63.0	-66.2*	41.0	78.0	57.1	76.3	6.3*	73.4	.
N#CC1=C(N)Oc2ccc(Cl)c(O)c2C12C(=O)Nc1ccccc12 (centres undefined)	41.6	57.6	88.2	94.2	53.1	51.9	56.5	59.4	37.8
CSc1nc(CC(C)C)c(C#N)c(=O)n1C	39.2	52.4	72.5	74.7	77.1	87.7	61.3	66.8	71.8
CCC1=C(c2ccc(OC)cc2)C(C)(C)Oc2cc(O)c(CN3CCCC3)cc21	41.5	99.3	84.6	81.9	95.4	89.2	83.4	68.1	87.1
CCCCCOc1ccc(/C=N/Nc2cc(C)nc3ccc(Cl)cc23)cc1	-30.6*	-14.1*	53.5	93.7	-43.1*	90.4	-79.4*	62.5	-76.8*
COc1cc2oc(-c3cccc(NC(=O)c4cc(NC(=O)[C@H](C)NC(=O)OC(C)(C)C)ccc4Br)c3)cc(=O)c2c(OC)c1OC	54.0	71.5	98.1	112.7	53.3	106.3	64.6	74.0	60.6
COc1c2c(c(OC)c3c1OCO3)C(c1ccc(Br)cc1)=NC(C)C2 (centres undefined)	74.2	83.9	85.2	89.3	93.1	86.2	81.4	85.2	80.1

Arranged by heavy-atom count (smallest number first): part of the list above
SMILES	NCI-H522	OVCAR-4	NCI/ADR-RES	OVCAR-5	OVCAR-8	SK-OV-3	OVCAR-3	NCI-H23	IGROV1
OC(CBr)C(O)CBr (centres undefined)	83.7	106.3	95.8	94.5	93.5	92.4	104.1	97.7	90.9
COC(=O)CSc1ccc(Cl)cc1	92.2	.	115.1	106.5	106.4	101.7	122.2	102.1	93.9
O=C1OCC/C1=C\NCCCN/C=C1\CCOC1=O	96.0	.	96.9	113.3	93.6	103.3	107.1	92.0	104.8
CCOC(=O)CC1CSC(N/N=C/c2ccccc2)=N1 (centres undefined)	90.0	101.8	103.0	105.8	105.8	104.8	101.9	98.5	105.6
COc1c2c(c(OC)c3c1OCO3)C(c1ccc(Br)cc1)=NC(C)C2 (centres undefined)	74.2	83.9	85.2	89.3	93.1	86.2	81.4	85.2	80.1
CC(C)CCCN(CCCC(C)C)CC(O)c1cc2c(c3ccccc13)CCCC2 (centres undefined)	69.4	77.2	92.1	85.3	90.4	83.3	99.4	65.3	78.6

Additional compounds follow:
SMILES	NCI-H522	OVCAR-4	NCI/ADR-RES	OVCAR-5	OVCAR-8	SK-OV-3	OVCAR-3	NCI-H23	IGROV1
O=C(c1ccc(-n2c(=O)[nH]c3ccccc3c2=O)cc1)N1CCOCC1	101.3	113.8	106.0	102.0	108.1	123.6	108.0	116.2	103.5
COc1cccc(C=O)c1OC1CCC(=O)N1 (centres undefined)	94.5	78.9	105.3	101.2	114.2	103.8	112.2	101.8	111.6
Cc1cc(=O)oc2ccc(C(C)(C)C)cc12	96.7	106.3	97.1	96.5	109.1	113.0	102.3	96.0	102.7
Nc1cccc(-c2nc3sccn3c2-c2ccnc(NCCNS(=O)(=O)c3ccc(C(F)(F)F)cc3)n2)c1	71.6	43.2	71.5	90.5	38.3	53.5	53.4	56.0	36.3
NC[C@H]1O[C@H](O[C@H]2[C@H](O)[C@@H](O[C@H]3O[C@H](CO)[C@@H](O)[C@H](N)[C@H]3O)[C@H](N)C[C@@H]2N)[C@H](N)[C@@H](O)[C@@H]1O	110.5	112.5	110.0	.	106.4	104.1	124.5	101.9	114.0
OCC1(CO)CCCC2(COC3(CCCCC3)OC2)C1	96.4	102.3	96.4	93.9	103.4	97.2	114.0	108.4	89.5
Oc1c(Cl)cc(Cl)cc1/C=N/Nc1nnc(N/N=C/c2cc(Cl)cc(Cl)c2O)c2ccccc12	14.1	8.1*	1.8*	40.4	17.4	29.3	14.1	-20.6*	13.1
O=C(O)/C=C/C(=O)Nc1ccc(-n2nnc3cc(Cl)c(Cl)cc32)cc1	80.9	88.1	102.3	105.1	95.5	88.2	93.2	92.2	97.3
O=[N+]([O-])c1ccc(N/N=C\c2ccc(Cl)c(Cl)c2)nc1	100.9	116.3	103.0	119.9	94.3	114.1	108.6	94.9	103.8
CC/C(=C\c1ccc(Cl)cc1)c1nc2ccccc2c(=O)[nH]1	104.2	89.3	97.9	100.4	100.8	109.1	107.8	81.0	.
Cc1cccc(Nc2ccccc2C(=O)O)c1C	100.3&101.9	106.4&105.2	121.0&109.5	112.8	103.7&107.5	104.6&109.3	120.4&108.2	118.4&103.5	107.4
Cc1nnc2c3nnc(-c4ccccc4)n3c3ccccc3n12	95.3	78.2	101.4	99.4	100.7	93.7	105.3	100.3	92.5
